Assay outcomes from PubChem BioAssay.
14-3-3g Raf: 14-3-3 gamma protein interaction modulation | AID 422 | inhibition, % at 40 µM | FP, 14-3-3gamma / TMR-pS259-Raf peptide binding | 160,000 tested, 0.19% active; in the data active = inhibition above about 30%;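 also: 0% = protein plus tracer without compound and 100% = blank with tracer alone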
Target sequence (P61981 whole entry, looked up): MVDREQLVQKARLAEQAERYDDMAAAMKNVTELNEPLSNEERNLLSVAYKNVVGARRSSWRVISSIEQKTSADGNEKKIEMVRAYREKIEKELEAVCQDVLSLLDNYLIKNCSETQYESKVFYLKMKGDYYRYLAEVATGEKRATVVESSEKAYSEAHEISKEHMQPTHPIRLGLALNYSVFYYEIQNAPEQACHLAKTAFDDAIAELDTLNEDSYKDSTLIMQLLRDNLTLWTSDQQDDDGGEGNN
Starred values were filed as active, the others as inactive; & = joins results of further samples. Only part of the results is shown. The share of hits here may be higher or lower than overall.

SMILES	14-3-3g Raf
Cc1ccc(C(C(=O)NC2CCCC2)N2CCCCC2)cc1 (stereo not drawn)	4
CCOc1ccc(CN2CCN(C(=O)c3ccccc3)CC2)cc1	-2
COc1cccc(-c2cc(C(=O)NCc3ccc(F)cc3)c3ccccc3n2)c1	-4
CCCC1C(c2ccc(OC)cc2)C(C#N)(C#N)C2(C#N)CC1(N)NC2=O (stereo not drawn)	-1&-4
Cc1nc(N2CCC(C(N)=O)CC2)c2cc(C)sc2n1	1
CCOC(=O)Cc1csc(NC(=O)c2cccc(OC)c2)n1	-4
O=C(Nc1ccccn1)C(=O)N1CCOCC1	-6
Cc1ccc2nc(-c3ccsc3)c(Nc3ccc(Cl)cc3)n2c1	-2
CCOC(=O)C1=C(C)Nc2nc(SCc3ccc4ccccc4c3)nn2C1c1ccc([N+](=O)[O-])cc1 (stereo not drawn)	2
COc1ccc(C(O)Cc2nc3ccccc3n2C)cc1OC (stereo not drawn)	-7
COc1ccc2cc3cc(C(=O)N4CCN(Cc5ccc6c(c5)OCO6)CC4)oc3nc2c1	-2&-3
COc1cc(C2CC(=O)N3CN(c4ccccc4C)CSC3=C2C#N)cc(OC)c1OC (stereo not drawn)	-2
CCOC1(C(F)(F)F)NC(=O)N(Cc2ccc(OC)cc2)C1=O (stereo not drawn)	3
CCCCOc1ccccc1C1CC(=O)NC2=C1C(=O)CCC2 (stereo not drawn)	-4
COc1cccc(C(=O)Nc2nc(-c3ccc(F)cc3)cs2)c1	-9
COc1cccc(C2C(C(=O)c3sc(C)nc3C)=C(O)C(=O)N2CCN2CCOCC2)c1 (stereo not drawn)	1
O=C(NCc1ccccn1)c1ccc2c(c1)ncn2-c1ccc(OCc2ccccc2)cc1	10
CCOC(=O)c1ccc(N2C(=O)C3C(c4ccc(Cl)c(C)c4)OC4(C(=O)c5ccccc5C4=O)C3C2=O)cc1 (stereo not drawn)	-9
C/C(=C\C(=O)Nc1nccs1)c1ccccc1	-1
CCOC(=O)c1oc2nc(C(C)C)c3c(c2c1N)CCC3	-4
COc1ccc(C(=O)NCCc2ccc(OC)c(OC)c2)c(OC)c1	-5
CC(C)(C)C1CCC(OC(=O)CCC(=O)Nc2ccc([N+](=O)[O-])cc2)CC1 (stereo not drawn)	-3
Cc1nc2nc(-c3ccccc3)cc(=O)n2[nH]1	0
COc1cc(-c2ncnn2-c2ccc(C)c(Cl)c2)cc(OC)c1OC	8
CCCN1CCN(C(=O)c2cc3cc4ccc(C)cc4nc3s2)CC1	0
Cc1cccc2cc(C#N)c(SCCN3CCCCC3)nc12	-13
CCOC(=O)N1CCC(Nc2c(NCCCN3CCN(c4ccc(OC)cc4)CC3)c(=O)c2=O)CC1	4
O=C1Nc2ccccc2C12OC1CCCCC1O2 (stereo not drawn)	-7
CCCCNC(=O)c1cc(-c2cccnc2)nc2ccc(S(=O)(=O)N3CCCCCC3)cc12	-5
Cc1cccc(NC(=O)c2c(C)cc(=O)oc2C)n1	-1
COC(=O)C(CC(C)C)NC(=O)CSc1n[nH]c(N)n1 (stereo not drawn)	-2
Fc1ccc(C2C3=C(Nc4ncnn42)c2ccccc2OC3c2ccncc2)cc1 (stereo not drawn)	8
CC(NC(=O)C1C2C=CC(C2)C1C(=O)O)c1ccccc1 (stereo not drawn)	10
O=C(Cn1c(=O)n(-c2ccc(F)cc2)c(=O)c2sccc21)N1CCCCCC1	2
CCN(CC)c1ncnc2c1cnn2-c1ccc(C)cc1C	-6
COc1cc2c(cc1OC)C(C(=O)NCCN1CCOCC1)C(c1cccs1)N(C)C2=O (stereo not drawn)	6

Already shown: entries from further up.
SMILES	14-3-3g Raf
COc1cccc(C2C(C(=O)c3sc(C)nc3C)=C(O)C(=O)N2CCN2CCOCC2)c1 (stereo not drawn)	1
O=C(NCc1ccccn1)c1ccc2c(c1)ncn2-c1ccc(OCc2ccccc2)cc1	10
CCOC(=O)c1ccc(N2C(=O)C3C(c4ccc(Cl)c(C)c4)OC4(C(=O)c5ccccc5C4=O)C3C2=O)cc1 (stereo not drawn)	-9
C/C(=C\C(=O)Nc1nccs1)c1ccccc1	-1
CCOC(=O)c1oc2nc(C(C)C)c3c(c2c1N)CCC3	-4
COc1ccc(C(=O)NCCc2ccc(OC)c(OC)c2)c(OC)c1	-5
CC(C)(C)C1CCC(OC(=O)CCC(=O)Nc2ccc([N+](=O)[O-])cc2)CC1 (stereo not drawn)	-3
Cc1nc2nc(-c3ccccc3)cc(=O)n2[nH]1	0
COc1cc(-c2ncnn2-c2ccc(C)c(Cl)c2)cc(OC)c1OC	8
CCCN1CCN(C(=O)c2cc3cc4ccc(C)cc4nc3s2)CC1	0
Cc1cccc2cc(C#N)c(SCCN3CCCCC3)nc12	-13
CCOC(=O)N1CCC(Nc2c(NCCCN3CCN(c4ccc(OC)cc4)CC3)c(=O)c2=O)CC1	4
O=C1Nc2ccccc2C12OC1CCCCC1O2 (stereo not drawn)	-7
CCCCNC(=O)c1cc(-c2cccnc2)nc2ccc(S(=O)(=O)N3CCCCCC3)cc12	-5
Cc1cccc(NC(=O)c2c(C)cc(=O)oc2C)n1	-1
COC(=O)C(CC(C)C)NC(=O)CSc1n[nH]c(N)n1 (stereo not drawn)	-2
Fc1ccc(C2C3=C(Nc4ncnn42)c2ccccc2OC3c2ccncc2)cc1 (stereo not drawn)	8
CC(NC(=O)C1C2C=CC(C2)C1C(=O)O)c1ccccc1 (stereo not drawn)	10
O=C(Cn1c(=O)n(-c2ccc(F)cc2)c(=O)c2sccc21)N1CCCCCC1	2

Remaining list, next part
SMILES	14-3-3g Raf
CSc1ccccc1NC(=O)c1cc(CC(C)C)on1	5
Cc1ccc(NC2c3ncccc3C(=O)N2c2ccccc2C)cc1C (stereo not drawn)	-9
O=C(NC1CC1)c1ccc(Sc2ccc(Br)cc2)c([N+](=O)[O-])c1	-9
CC(=O)NC(Cc1ccccc1)C(=O)NC1CCN(C(=O)NC2CCCCC2)CC1 (stereo not drawn)	-8
O=C(NCC1CCCO1)c1coc2nc3ccccc3nc12 (stereo not drawn)	-108
CC1(C(=O)NC2CCCCCCC2)CCC(=O)N1CCN1CCOCC1 (stereo not drawn)	1&1
CCOC(=O)c1cnc2c(C)cccc2c1NCCc1ccc(OC)c(OC)c1	-12
COc1ccc(CC(=O)NC2CCN(CC(=O)Nc3ccc4c(c3)OCCO4)CC2)cc1OC	4
CC(C)CNS(=O)(=O)c1ccc(CC(C)C)cc1	2
O=C(CCN1C(=O)c2ccccc2C1=O)NCc1ccccn1	177*
Cc1cc(C(=O)OCC(=O)Nc2ccc(F)cc2F)c(C)o1	-13
CC(=O)c1ccc(N2CCN(S(=O)(=O)c3cc(Br)cc4c3N(C(=O)C3CC3)CC4)CC2)cc1	-14
COc1ccc(Cl)cc1NC(=O)CSc1nc2c(c(=O)n1Cc1ccccc1)SC(C)C2 (stereo not drawn)	3
Cc1ccc(N2C(=O)c3ccccc3NC2c2ccccc2F)cc1 (stereo not drawn)	-8
COc1ccc(CN2C(=S)N(c3ccccc3)C(=O)C2CC(=O)Nc2ccccc2)cc1 (stereo not drawn)	-4
Cc1nc2nc(SCC(=O)N3CCC(C)CC3)nn2c(C)c1Cc1cccc(Cl)c1	-5
O=C(COc1ccccc1O)Nc1ccccc1Cl	4
COc1ccccc1C(=O)Nc1ccc(N2CCN(Cc3ccccc3)CC2)cc1	7
O=C(c1cccs1)N1CCN(Cc2ccncc2)CC1	-8
O=C(NCCn1cc(SCc2ccc(F)cc2)c2ccccc21)c1cccc(C(F)(F)F)c1	2
CC1c2[nH]c3ccccc3c2CCN1S(C)(=O)=O (stereo not drawn)	9
O=C(NCCc1ccccc1)c1c[nH]c2ccc(S(=O)(=O)N3CCN(c4ccc(F)cc4)CC3)cc2c1=O	2
COc1cc(C2C(C(C)=O)=C(C)Nc3ncnn32)ccc1OCc1ccccc1 (stereo not drawn)	-8
Cc1ccc(Cn2ccc(NC(=O)c3noc4c3CCCCC4)n2)cc1	-3&-5
COc1ccc(-c2cnnn2-c2ccc(NC(=O)c3ccc(F)cc3)cc2)cc1	2
C=CCOc1ccc(C2Oc3ccccc3C3CC(c4ccccc4)=NN32)cc1 (stereo not drawn)	-18
CC(=O)N1c2c(cc(Br)cc2S(=O)(=O)NCCN2CCCc3ccccc32)CC1C (stereo not drawn)	-28
CCC(=O)Nc1nc(C)cc(SCC(=O)OC)n1	-6&5
CCCCC(=O)Nc1ccc(C(=O)NCc2ccncc2)cc1	-11
COc1ccc(-n2cc(-c3ccc4c(c3)OCO4)[nH]c2=O)cc1	-1
O=C(Nc1nnc(COc2ccc([N+](=O)[O-])cc2)s1)c1ccccc1I	-1
CCn1cc(C(=O)N2CC(C)CC(C)C2)c(=O)c2cc(S(=O)(=O)N3CCC(C)CC3)ccc21 (stereo not drawn)	-7
CC(C)Oc1ccc(C(=O)NCc2cccnc2)cc1	-2
COc1ccc(Nc2ncnc3[nH]ncc23)cc1	-11
O=C(c1cc(-c2ccncc2)nc2ccccc12)n1ccnc1	-5
N=c1c2c(-c3ccccc3)c(-c3ccccc3)oc2ncn1CCO	2
CCOC(=O)C1=C(C)Nc2ncnn2C1c1cccc(Br)c1 (stereo not drawn)	2
Cn1c(=O)c2c(nc(SCC(=O)Nc3ccc(F)cc3)n2Cc2ccccc2)n(C)c1=O	2
CCOC(=O)CC(=O)CSC1=C(C#N)C(c2ccccc2OC)CC(=O)N1 (stereo not drawn)	2
Cc1ccccc1N1C(=O)C2C3C=CC(C3)C2C1=O (stereo not drawn)	-2
CCOC(=O)N1CCN(C(=O)c2nn(-c3ccc(C)cc3)c(=O)c3c2c2ccccc2n3C)CC1	8
CCCCOc1nnc(-c2ccc(Cl)cc2)c2ccccc12	-6
CCCS(=O)(=O)N1CCCC(C(=O)NCCN2CCCCC2C)C1 (stereo not drawn)	-1
CC1CC(NC(=O)c2cnc3n(c2=O)CCS3)CC(C)(C)C1 (stereo not drawn)	-4&-5
CC(Sc1nc(-c2ccccc2)cc(C(F)(F)F)n1)C(=O)N1CCC(C(N)=O)CC1 (stereo not drawn)	-1
NC(=O)c1sc2[nH]c(=O)c(C(=O)O)cc2c1N	-140
C=CCOc1ccc(/C(O)=C2\C(=O)C(=O)N(CCCOC)C2c2ccc(O)c(OC)c2)cc1 (stereo not drawn)	-4
N#CCCn1nnc(-c2ccccc2F)n1	-5

Three entries from above, arranged by molecular weight, lowest first:
SMILES	14-3-3g Raf
CCCCOc1nnc(-c2ccc(Cl)cc2)c2ccccc12	-6
CC1CC(NC(=O)c2cnc3n(c2=O)CCS3)CC(C)(C)C1 (stereo not drawn)	-4&-5
C=CCOc1ccc(/C(O)=C2\C(=O)C(=O)N(CCCOC)C2c2ccc(O)c(OC)c2)cc1 (stereo not drawn)	-4

Next part
SMILES	14-3-3g Raf
Oc1ccc(Br)cc1CN1CCN(Cc2ccccc2C(F)(F)F)CC1	0
CC(=O)Nc1cccc(Br)c1	-10
CCOC(=O)c1cnc2c(ccc3ccccc32)c1NCCOC(=O)c1ccccc1C	-20
NC(=O)CCC(NC=O)C(=O)O (stereo not drawn)	-1
Cc1c(C(=O)NCC2CCCO2)oc2ccc(S(=O)(=O)N3CC(C)CC(C)C3)cc12 (stereo not drawn)	1&5
O=C(Cn1ncc2c1-c1ccccc1OC2)N1CCc2ccccc21	-2
CCCCNC(=O)c1cc2c(-c3ccc(Cl)cc3)nn(C)c2s1	1
OC1CSCc2nc3ccccc3n2C1 (stereo not drawn)	-8
Cc1ccc(-n2nc(C(=O)Nc3cc(C)ccn3)c3c4ccccc4n(C)c3c2=O)cc1	-8
c1c2c(cc3c1OCCO3)C1CN(C2)Cc2cc3c(cc21)OCCO3	2
O=C(NO)c1ccc(OC(F)F)cc1	0
COc1cc(OC)c(C2N(c3cc(C)on3)C(=O)C3CCCN32)cc1OC (stereo not drawn)	-2
O=C(CSc1nnc(COc2ccc(Cl)cc2)o1)N1CCOCC1	7
CCN(CC)S(=O)(=O)c1ccc2c(c1)c(C(=O)O)cn2C	-1&-8
Cc1ccc(OCC(=O)OC2CCS(=O)(=O)C2)cc1 (stereo not drawn)	-1&5
CC1CCN(S(=O)(=O)N2CCC(C(=O)NCc3ccccn3)CC2)CC1	-4
CCOc1ccc(C(=O)NCC(C)CN(C)C)cc1OCC (stereo not drawn)	7
Cc1cc(C)cc(CC2CC(=O)N(c3cc(C)ccc3C)C2=O)c1 (stereo not drawn)	-2
CC1CCN(C2(O)C(=O)Nc3ccc(F)cc32)CC1 (stereo not drawn)	0
Nc1c(Nc2ccc(F)cc2)c2ccccc2oc1=O	-12
COc1ccc(NC(=O)C2c3cc(OC)c(OC)cc3C(=O)N(C)C2c2ccc(OC)c(OC)c2)cc1Cl (stereo not drawn)	0
COc1ccc2c(c1OC)C(=O)N(c1ccc(Cl)c(C(F)(F)F)c1)C2	-13
COc1cccc(C(=O)Nc2ccc(-c3nc4cc(C)cc(C)c4o3)cc2)c1	-135
O=S(=O)(c1ccc(Sc2nnc3ccccn23)nc1)N1CCOCC1	-4
Cc1cnc(C(=O)Nc2cccc3cccnc23)cn1	5
Cc1ccc(S(=O)(=O)Nc2ccccc2C(=O)Nc2nc3c(C)cccc3s2)cc1	-13
Cc1ccc(-c2ccc(=O)n(CCC(=O)N3CC(C)CC(C)C3)n2)cc1 (stereo not drawn)	-21
O=C(NC1=NCCS1)NC12CC3CC(CC(C3)C1)C2	5
Cc1ccc(C2c3sc(=O)[nH]c3SC3C4CC(C5C(=O)N(C(CC(C)C)C(=O)O)C(=O)C45)C23)cc1 (stereo not drawn)	-15
COc1cccc(C2=Nn3c(nnc3-c3cccnc3)SC2)c1	-10
Cc1ccc2c(=O)c(CN3CCOCC3)c(C)[nH]c2c1C	-4
CCn1c2ccccc2c2cc(CNC3CCCCC3)ccc21	4
CCc1ccccc1NC(=O)CN1C(=O)C2CCCN2c2ncc(Cl)cc21 (stereo not drawn)	-17
O=C(CSc1nc2[nH]ncc2c(=O)n1-c1ccccc1)N1CCCc2ccccc21	-5&-12
Cc1cc(NC(=O)c2ccc(NS(=O)(=O)c3c(C)n[nH]c3C)cc2)ccc1Br	-15
COc1cc(CN2CCN(Cc3cccc([N+](=O)[O-])c3)CC2)cc(OC)c1	0
CC(NC(=O)Cn1cc2c(n1)CCCCC2)c1ccccc1 (stereo not drawn)	-4
CCOc1ccccc1C(=O)NCCCCCC(=O)O	0
O=C(Cn1c2ccccc2n2nc(-c3ccccc3)nc12)c1ccccc1	1
COc1ccc(-c2cc(C(=O)NC3CCCC3)no2)cc1OC	-3
O=C(O)c1c(-c2ccccc2)c2oc3ccccc3c2[nH]c1=O	-6
